Screening results from PubChem.
RORgamma inh: qHTS for inhibitors of ROR gamma transcriptional activity | Nuclear receptor ROR-gamma (Mus musculus), P51450 | Drosophila S2 Gal4-RORgamma UAS-luciferase reporter, 20 h | Potency, µM (top dose mostly 53.6 µM), inactives show at the top dose activity change, negative = inhibition, hits mostly inhibitors | hit rate 5.4% among 310,000 | AID 2551, 2010; note: potency is the fitted concentration of half-maximal effect; % is set by controls: 0 for no effect and ±100 for the full control effect; nearly all actives have a fitted effect of over 60% in size
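Luminescence from a UAS-regulated Photinus luciferase reporter in stably transfected Drosophila Schneider cells is measured; decreased signal marks ROR gamma inhibition. Fusion expression is induced by 700 uM copper sulfate for 20 hr.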
ELG1 repair inh: qHTS screen for small molecules that inhibit ELG1-dependent DNA repair in human embryonic kidney (HEK293T) cells expressing luciferase-tagged ELG1. Potency, µM (doses to about 46.1 µM), for the others: top-dose activity change, negative = inhibition, hits mostly inhibitors. HEK293T ELG1-luciferase reporter, luminescence, 16 h; DNA damage induced by 5-fluorouridine. hit rate 2.3% among 330,000. AID 504467, 2011; note: potency is the fitted concentration of half-maximal effect; % is set by controls: 0 for no effect and ±100 for the full control effect; nearly all actives have a fitted effect of over 55% in size
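In this reporter screen, reduction of luminescence relative to DMSO vehicle indicated activity. Compounds and 5-fluorouridine were added together to 2,000 cells per well, incubated for 16 hr at 37 °C, then developed with ONE-Glo.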
Rab9 promoter act: qHTS Assay for Rab9 Promoter Activators; Huh7 Rab9 promoter-luciferase reporter, luminescence, 24 h; hit rate 2.8% among 320,000; Potency, µM (doses to about 9.22 µM), for inactives: top-dose activation, negative = inhibition, usual class: activators; note: potency is the fitted concentration of half-maximal effect; % of control where 0% means no effect; nearly all actives have a fitted effect of over 60% in size
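Huh7 cells stably carrying Rab9 promoter–luciferase reporter, plated 1500 cells/well, compound added after 2 h and incubated 24 h at 37 °C; luciferase luminescence then read after 10 min with detection reagent.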
FLuc counter: qHTS profiling assay for firefly luciferase inhibitor/activator using purifed enzyme and Km concentrations of substrates (counterscreen for miR-21 project); Luciferin 4-monooxygenase (Photinus pyralis), P08659; Potency, µM (titrated, usually from 57.5 µM), inactives show at the top dose activity change, negative = inhibition, hits mostly inhibitors; hit rate 6.9% among 360,000; purified FLuc, Km substrates, luminescence inhibition; AID 588342, 2011;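 note: potency is the fitted concentration of half-maximal effect; plate controls were vehicle for no effect and reference inhibitor for full effect; nearly all actives have a fitted effect of over 55% in size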
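Purified P. pyralis luciferase, 10 nM final, with Km-level 10 uM D-luciferin and 10 uM ATP in 50 mM Tris acetate pH 7.5, 10 mM Mg acetate, 0.01% Tween-20, 0.05% BSA; 6-point qHTS titration about 60 µM downward; luminescence read.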
p53 reactivator: qHTS assay for re-activators of p53 using a Luc reporter; H1299 p53-A138V BP100-luciferase reporter, luminescence, 24 h; Potency, µM (highest dose often 92.2 µM), for the others: at the top dose activity change, positive = activation, most hits filed as activators; hit rate 0.063% among 320,000; AID 504706, 2011; note: potency is the fitted concentration of half-maximal effect; % of control where 0% means no effect; nearly all actives have a fitted effect of over 45% in size
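H1299 (p53-null), stable ts p53-A138V + BP100-Luc; 1000 cells/well, Opti-MEM/10% FBS; cpd 4 pt, 1:5; 24 h, 37 deg C, 5% CO2; detection reagent 10 min RT; luminescence.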
ELG1 genotoxic: qHTS screen for small molecules that induce genotoxicity in human embryonic kidney (HEK293T) cells expressing luciferase-tagged ELG1. HEK293T ELG1-luciferase reporter, luminescence, 16 h. Potency, µM (doses to about 46 µM), inactives show top-dose activity change, positive = activation, hits mostly activators. hit rate 1.3% among 330,000. AID 504466, 2011; note: potency is the fitted concentration of half-maximal effect; % of control where 0% means no effect; nearly all actives have a fitted effect of over 60% in size
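Screening used a luciferase reporter fused to human ELG1 in HEK293T cells. Luminescence was read on a CCD plate imager after 16 hr exposure and 30 min ONE-Glo incubation.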
Gal4-VP16 FLuc: VP16 counterscreen qHTS for inhibitors of ROR gamma transcriptional activity | Potency, µM (highest dose often 53.6 µM), for the others: top-dose activity, negative = inhibition, hits mostly inhibitors | Drosophila S2 Gal4-VP16 UAS-luciferase, luminescence, 20 h | hit rate 3.5% among 310,000;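 note: Gal4-VP16 expression switched on by copper sulfate through the metallothionein promoter; potency is the fitted concentration of half-maximal effect; % is set by controls: 0 for no effect and ±100 for the full control effect; nearly all actives have a fitted effect of over 50% in size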
Tb PFK block: qHTS Assay to Find Inhibitors of T. brucei phosphofructokinase. ATP-dependent 6-phosphofructokinase (Trypanosoma brucei brucei), O15648. T. brucei PFK, ADP-Glo luminescence. Potency, µM (titrated, usually from 57.5 µM), without a hit: at the highest dose activity, negative = inhibition, usual class: inhibitors. hit rate 0.17% among 330,000;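 note: potency is the fitted concentration of half-maximal effect; 0% = uninhibited 1x PFK enzyme wells and -100% = no-enzyme wells; nearly all actives have a fitted effect of over 60% in size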
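PFK 1.25 nM, F6P 0.5 mM, ATP 0.1 mM, 0.1 M TEA pH 8.0, 5 mM MgCl2, 0.01% Tween20, 0.1% BSA; 45 min RT. ADP-Glo readout. qHTS titration up to 57 uM; curves fitted, compounds curve-classed.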
BRCA1 expr up: qHTS Assay to Identify Small Molecule Activators of BRCA1 Expression | hit rate 1.1% among 380,000 | MCF7-BRCA1-FFLuc reporter, luminescence, 48 h; response scale: scaled: vehicle 0%, 10 µM genistein 100% | AID 624202, 2012 | Potency, µM (highest dose often 46.1 µM), for the others: at the highest dose activation, most hits filed as activators; note: potency is the fitted concentration of half-maximal effect; nearly all actives have a fitted effect of over 80% in size; some results filed as inactive show a strong effect at the top dose
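Reporter cells (MCF7, BRCA1 promoter-firefly luciferase) received library compounds across a concentration series for 48 h. End-point luminescence was measured and concentration-effect curves derived after normalization.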
TRPV1 ag: HTS Assay for Compounds that Act as Agonists of the Vanilloid Receptor 1 | hit rate 0.19% among 320,000 | TRPV1-expressing cells, Fluo-8 calcium influx, agonist mode | activation, % at 8.33 µM; in the data active = activation above about 80%; inconclusive = between about 30% and that limit; note: 0% is about no effect
Target sequence (Q8NER1 whole entry, looked up): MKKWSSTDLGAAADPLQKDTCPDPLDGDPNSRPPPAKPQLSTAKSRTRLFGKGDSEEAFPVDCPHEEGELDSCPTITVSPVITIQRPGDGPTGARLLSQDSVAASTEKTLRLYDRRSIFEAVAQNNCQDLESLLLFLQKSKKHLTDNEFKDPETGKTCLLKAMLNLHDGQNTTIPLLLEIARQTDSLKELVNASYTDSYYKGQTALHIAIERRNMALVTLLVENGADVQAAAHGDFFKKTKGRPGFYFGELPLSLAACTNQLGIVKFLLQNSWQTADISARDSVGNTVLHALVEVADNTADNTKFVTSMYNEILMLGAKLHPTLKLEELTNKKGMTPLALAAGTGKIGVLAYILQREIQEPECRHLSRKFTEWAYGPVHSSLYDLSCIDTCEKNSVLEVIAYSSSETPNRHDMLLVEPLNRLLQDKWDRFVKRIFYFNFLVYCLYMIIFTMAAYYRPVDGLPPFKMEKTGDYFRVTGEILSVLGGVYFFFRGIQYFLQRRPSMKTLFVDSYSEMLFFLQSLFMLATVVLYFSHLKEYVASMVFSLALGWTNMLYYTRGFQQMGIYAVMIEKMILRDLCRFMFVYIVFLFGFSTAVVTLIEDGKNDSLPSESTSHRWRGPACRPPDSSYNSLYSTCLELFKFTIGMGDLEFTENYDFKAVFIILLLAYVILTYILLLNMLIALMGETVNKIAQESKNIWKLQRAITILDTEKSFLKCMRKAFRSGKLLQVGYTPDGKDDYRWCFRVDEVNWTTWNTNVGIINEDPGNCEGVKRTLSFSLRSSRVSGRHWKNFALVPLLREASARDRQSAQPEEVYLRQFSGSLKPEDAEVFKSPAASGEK
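TRPV1-expressing cells were cultured overnight at 35.5C and loaded with Fluo-8 calcium dye for 40 to 90 min at room temperature. After a 10 s baseline, compound was added and calcium influx was read kinetically for 3 min (ex 480/em 520 nm).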
NPC1 prom act: qHTS Assay for NPC1 Promoter Activators; Potency, µM (series often up to 9.22 µM), inactives show top-dose activation, hits mostly activators; Huh7 NPC1 promoter luciferase reporter, 24 h; hit rate 2.4% among 320,000;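 note: potency is the fitted concentration of half-maximal effect; % of control where 0% means no effect; nearly all actives have a fitted effect of over 60% in size; reporter is driven by a mutant NPC1 promoter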
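Stable NPC1-promoter luciferase Huh7 line; cpd (DMSO) 24 h, 37 °C, 5% CO2; Amplite luciferase reagent 10 min RT; luminescence readout. qHTS format.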
* = called active by the depositor; ? = inconclusive; · = no result given; & = joins results of further samples; [ ] = dose if it differs, or a comment. Unless noted, calls come from the whole dose curve; as a rule, active = well fitted curve in the direction sought with a large enough effect; inconclusive = small, poorly fitted or top-dose-only effect, or another doubt; inactive = no such curve, though single readings can be large; an effect the other way counts as inactive or inconclusive.

SMILES | RORgamma inh | ELG1 repair inh | Rab9 promoter act | FLuc counter | p53 reactivator | ELG1 genotoxic | Gal4-VP16 FLuc | Tb PFK block | BRCA1 expr up | TRPV1 ag | NPC1 prom act
CCc1ccc(NC(=O)CN(c2ccccc2)S(=O)(=O)N(C)C)cc1 | 5% | -3% | -4% | -8% | -4% | 0% | 1%[10 µM] | -2% | 35% | 5 | -4%
CCN(CC(=O)NCc1ccc(F)cc1)CC(O)COCc1cccc(OC)c1 (configuration not stated) | 15% | -12% | 3% | 4% | 1% | 0% | 4% | -5% | 3% | 4 | -2%
CCOc1cc(S(=O)(=O)N2CCN(S(=O)(=O)CC)CC2)c(OCC)cc1-n1cnnn1 | 2% | -15% | -2% | 0% | -3% | 0% | 0% | -10% | 1% | 0 | 1%
CC1CC(C)(C)NC(=S)N1CC(=O)NCc1ccc(Cl)cc1 (configuration not stated) | 11µM* | 10% | -3% | -1% | 0% | -4% | ? | 0% | 2% | -1 | 0%
Cc1ccc(-c2nc(C)sc2CC(=O)O)cc1 | 0% | ? | -9% | -2% | 3% | 3% | -7% | 4% | -14% | 3 | 3%
COc1ccccc1/C=C(/C(=O)OCC(=O)N(C)Cc1ccccc1)c1ccccc1 | -7% | -17% | -14% | 4% | -2% | 1% | -19% | 8% | -40% | 8 | -7%
COc1cccc(NC(=O)NCCN2CCCCC2)c1 | -1% | 5% | -4% | -1% | · | -1% | -7% | -2% | -2% | -1 | 0%
FC(F)(F)c1cccc(-c2nc3nc(Cl)c(Cl)nc3[nH]2)c1 | 10µM* | ? | ? | 4.3µM* | ? | 14% | 5.6µM* | -26% | -4%&19% | -4 | ?
COc1ccc(CC(=O)OCC(=O)Nc2c(C)n(C)n(-c3ccccc3)c2=O)cc1 | -1% | 11% | 8% | 0% | 1% | 1% | -7% | -5% | 18% | -2 | 6%
O=C(C1CCC1)N1CCN(c2ccccc2)CC1 | · | 13% | 4% | 1% | · | -4% | · | 1% | 18% | ? | -1%
O=C(CN(Cc1cccs1)C(=O)CSc1nnc(COc2ccccc2)o1)NC1CCCCC1 | -4% | 18µM* | 1% | 1% | -10% | -8% | 2% | 0% | -47% | 4 | -2%
C/C(=N\N=C(N)N)c1ccc(Cl)cc1 | 11% | ? | -7% | 2% | -19% | -5% | -3% | -19% | -47% | -3 | -2%
O=C(O)CCC(=O)N1N=C(c2ccc(Br)cc2)CC1c1ccc(Br)cc1 (configuration not stated) | -27% | -3% | -6% | 3% | · | -4% | -5% | 1% | -17% | -4 | 1%
CCCC(C)NC(=O)/C=C/c1cccc([N+](=O)[O-])c1 (configuration not stated) | 16% | 12% | 16% | 1% | 7% | 0% | 2% | -1% | -1% | 6 | 0%
CC(C)(C)c1ccc(/C=N/Nc2cccc(C(=O)O)c2)cc1 | 7% | ? | 1.1µM* | 0.17µM* | -1% | 0.15µM* | 6% | -1% | -12% | 8 | 0.5µM*
CCNC(=S)N=Nc1c(O)[nH]c2ccc(C(C)C)cc12 | 2.8µM* | ? | -16% | -1% | 3% | -6% | 7.1µM* | 2% | -26% | -3 | -5%
COc1cccc2cc(-c3ccccc3)c(=O)oc12 | -17% | ? | 2.8µM* | 8.5µM* | 2% | ? | 5% | -1% | 2.5µM* | 12 | 2.5µM*
O=C(O)CSCC(=O)N1CCCN(c2nccc(C(F)(F)F)n2)CC1 | 21% | 0% | 1% | 1% | 0% | -1% | -4% | -1% | -2% | 2 | 2%
O=c1oc2cccnc2n1CCS(=O)(=O)c1ccc(F)cc1 | -11% | 6% | 1% | 2% | 12% | 0% | 3% | -3% | -9% | 0 | 1%
COCCNC(=O)c1ccc2c(=O)n(Cc3ccco3)c(SCC(=O)NC3CCCCC3)nc2c1 | -2% | ? | -3% | 1% | -10% | 0% | -1% | -3% | 4%[1.84 µM] | 12 | -3%
CCCc1ccc(C(=O)CCC(=O)O)cc1 | 10% | ? | 5% | 24µM* | ? | 19% | -1% | -2% | -9% | 0 | 8%
O=C(O)CCNC(=O)c1ccccc1 | 2%&-8% | 15% | -1% | 3% | 5% | 5% | -7%&11% | -4% | 5% | 1 | -3%
CC1CCCC(C)N1C(=O)COC(=O)Cc1c[nH]c2ccccc12 (configuration not stated) | · | 5% | 0% | -2% | 0% | 1% | · | 0% | 11% | 14 | -1%
COc1cc(NC(=O)c2cc3ccccc3o2)c(OC)cc1Br | 26% | 14% | 17% | -12% | -3% | 7% | -20% | -4%[0.46 µM] | -41% | 3 | 18%
O=C(CC1C(=O)NCCN1Cc1ccoc1)NCCCn1ncc2ccccc21 (configuration not stated) | 13% | 0% | 1% | -19% | 6% | -2% | 5% | 0% | 2% | 7 | -1%
COCC(=O)N(C)c1nnc(-c2cnccn2)s1 | 2% | 9% | 3% | 2% | 9% | 2% | -1% | -3% | 3% | 1 | 1%
O=C(CCCNS(=O)(=O)c1cccs1)N1CCc2ccccc2C1 | 23% | 1% | 14% | -3% | -1% | -5% | 4% | -1% | 21% | 4 | 10%
CCSc1nnc(NC(=O)C(CC)(C(F)(F)F)C(F)(F)F)s1 | 10µM* | ? | -7% | -4% | 1% | -20% | 16µM* | -6% | -70% | 8 | -8%
NS(=O)(=O)c1cccc(Nc2nc3ccccc3nc2NS(=O)(=O)c2ccc(Cl)cc2)c1 | · | -7% | · | · | 6% | -3% | · | 0% | -77% | · | ·
CCN(CC)S(=O)(=O)c1ccc2c(c1)c(=O)c(C(=O)NCCOC)cn2C | -5% | 2% | 0% | -2% | 4% | -1% | 1% | 1% | 1% | 0 | -3%
CN1CCc2c(sc3c2c(=O)n(-c2ccccc2)c2n[nH]c(=S)n32)C1 | -17% | 18% | -4% | -2% | -3% | -2% | 1%[0.365 µM] | -21% | 0% | -2 | 1%
Cc1cccc(C(=O)Nc2cc(=O)n(C)c(=O)n2C)c1 | -21% | 17% | 0% | -1% | -5% | 2% | -5% | -1% | 4% | 1 | 0%
CCOC(=O)C(C)(C)Sc1nc2c(cnn2-c2ccc(F)cc2)c(=O)[nH]1 | -8% | -14% | 0% | 1% | -4% | -5% | -9% | ? | -13% | -2 | 2%
CC1(C)C(=O)N(CCN2CCC(C(=O)c3ccc(F)cc3)CC2)c2ccccc21 | · | ? | -27%[46.1 µM] | 1% | -2% | -27% | · | 1% | -30% | 30 | -13%[46.1 µM]
NS(=O)(=O)c1ccc(NCc2c(F)cccc2Cl)cc1 | ? | -12% | 2% | 2% | -11% | -2% | 6% | 0% | -2% | 0 | 0%
O=C(OCc1nc2ccccc2[n+]([O-])c1C(=O)c1ccccc1)c1cccnc1 | 12% | -9% | -9% | -1% | 3% | -1% | 1% | -3% | -24% | 3 | 1%
CC(C)c1ccc(/C=N/Nc2ccc(C(=O)O)cc2)cc1 | ? | ? | -23% | 0.19µM* | -4% | ? | 0.25µM* | 3% | -95%[inhibitor] | 0 | -23%
CC(Cc1c[nH]c2ccccc12)NC(N)=O (configuration not stated) | -1% | 23% | -5% | 1% | -1% | -3% | -2% | -3% | -6% | -2 | -6%
CCc1cccc(NC(=O)CSCc2cc(=O)[nH][nH]2)c1 | -18% | 8% | -5% | -2% | -1% | 0% | 4% | 4% | -16% | 0 | -1%
COc1ccc(CCN(Cc2cccs2)S(=O)(=O)c2ccc(C(=O)O)cc2)cc1OC | -25% | -3% | -7% | -16% | -2% | 3% | 5% | -3% | 0% | -4 | -4%
O=S(=O)(N/N=C/c1ccc2c(c1)OCO2)c1ccc(Br)cc1 | 8% | ? | -5% | 2% | 9% | -4% | -8% | -3% | -2% | -3 | -1%
Cc1ccc(S(=O)(=O)N2CCN(C(=O)COC(=O)Cc3ccc(Cl)cc3)CC2)c(C)c1 | · | 7% | 2% | 5% | 11% | -1% | · | 11% | -9% | 2 | -1%
CC(=O)c1ccc(NC(=O)c2ccc(S(=O)(=O)c3ccccc3)cc2)cc1 | 32% | ? | 11% | 1% | 5% | -9% | 7% | 1% | -11% | ? | 7%
